# PTHR1 agonist: qHTS for PTHR1 Agonists: Primary Screen; HEK293 GP2 PTHR1 cells, GloSensor cAMP luminescence, 1 h; Potency, µM (top dose mostly 115 µM), for inactives: at the top dose activation, usual class: activators; 410,000 tested, 0.075% active; AID 743266, 2014; also: potency is read from the fitted curve at half-maximal effect; nearly all actives have a fitted effect of over 55% in size; some results filed as inactive show a strong effect at the top dose; inactives centre near -15; many of its hits are not listed in these tables
# Target sequence (Q03431 whole entry, looked up): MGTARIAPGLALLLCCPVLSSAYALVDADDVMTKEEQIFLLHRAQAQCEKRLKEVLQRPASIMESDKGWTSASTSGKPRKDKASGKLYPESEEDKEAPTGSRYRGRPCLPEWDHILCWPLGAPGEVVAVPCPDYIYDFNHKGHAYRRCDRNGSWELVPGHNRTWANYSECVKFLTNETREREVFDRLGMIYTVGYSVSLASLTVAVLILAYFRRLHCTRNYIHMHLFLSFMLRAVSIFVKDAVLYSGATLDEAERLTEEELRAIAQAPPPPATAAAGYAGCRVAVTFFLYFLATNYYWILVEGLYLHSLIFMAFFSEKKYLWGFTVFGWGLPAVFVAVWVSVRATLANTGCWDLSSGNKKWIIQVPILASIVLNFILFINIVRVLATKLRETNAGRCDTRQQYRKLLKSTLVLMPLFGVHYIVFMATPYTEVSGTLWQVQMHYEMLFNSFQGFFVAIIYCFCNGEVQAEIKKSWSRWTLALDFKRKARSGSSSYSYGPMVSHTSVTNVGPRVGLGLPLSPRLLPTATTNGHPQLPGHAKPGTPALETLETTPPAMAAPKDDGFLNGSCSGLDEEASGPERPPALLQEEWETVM
#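 HEK-293-derived GP2 cells expressing PTHR1 and a GloSensor cAMP reporter, 3,000/well, plated overnight, given luciferin plus IBMX (each 0.5 mM as added) for 1 h at 37 °C, then compound for 1 h at 37 °C. Luminescence was read after 15 min at room temperature.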
# GLP1R cytotox: qHTS of GLP-1 Receptor Inverse Agonists: Cytotox Screen; HEK293 cAMP-luciferase reporter cells, luminescence, 24 h; Potency, µM (doses to about 38.3 µM), for the others: at the highest dose activity change, negative = inhibition, actives largely listed as inhibitors; 410,000 tested, 0.13% active;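 also: loss of luciferase light is scored as toxicity; potency is read from the fitted curve at half-maximal effect; % is scaled to controls: 0 for no effect and ±100 for the full control effect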
#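 MLSMR compounds, 24 hr on cells at 37 deg C/5% CO2; luminescence after luciferase reagent (12 min RT). Inhibition counted as the undesired cytotoxic outcome.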
# GLP-1R inv ag: qHTS of GLP-1 Receptor Inverse Agonists (Inhibition Mode) | HEK293 GLP-1R CRE-luciferase, luminescence, 24 h; GLP-1R form is constitutively active | Potency, µM (series often up to 38.3 µM), without a hit: at the top dose activity change, negative = inhibition, usual class: inhibitors | 410,000 tested, 1.6% active | AID 624417, 2012; also: potency is read from the fitted curve at half-maximal effect; % is scaled to controls: 0 for no effect and ±100 for the full control effect; nearly all actives have a fitted effect of over 55% in size
# Target sequence (P43220 whole entry, looked up): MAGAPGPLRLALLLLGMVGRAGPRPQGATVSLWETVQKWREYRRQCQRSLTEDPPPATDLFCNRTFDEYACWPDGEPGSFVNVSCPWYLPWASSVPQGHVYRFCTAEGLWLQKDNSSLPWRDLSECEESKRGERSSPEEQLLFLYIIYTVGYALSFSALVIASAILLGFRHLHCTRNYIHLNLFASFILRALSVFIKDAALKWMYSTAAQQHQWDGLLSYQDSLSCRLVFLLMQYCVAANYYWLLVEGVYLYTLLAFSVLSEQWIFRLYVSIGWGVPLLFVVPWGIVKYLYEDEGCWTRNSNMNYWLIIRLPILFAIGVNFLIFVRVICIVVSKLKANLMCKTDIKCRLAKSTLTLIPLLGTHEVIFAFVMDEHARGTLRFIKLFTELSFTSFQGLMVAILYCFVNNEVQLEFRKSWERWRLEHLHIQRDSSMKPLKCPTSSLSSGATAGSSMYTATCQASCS
#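 Using stably transfected HEK293 (constitutively active GLP-1R, cAMP-luciferase reporter), compounds were incubated 24 hr and luciferase measured by luminescence.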
# TDP43 rescue: qHTS of TDP-43 Inhibitors | TDP-43 expressing yeast growth rescue, BacTiter-Glo, 24 h | Potency, µM (series often up to 46.1 µM), inactives show top-dose growth rescue (activation), hits mostly activators | 410,000 tested, 1.8% active | AID 652104, 2013; also: potency is read from the fitted curve at half-maximal effect; % of control where 0% means no effect; nearly all actives have a fitted effect of over 50% in size
#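 Galactose-induced TDP-43 yeast, OD600=0.02, compound pinned; 24 hr, 30 deg C; BacTiter-Glo luminescence for growth. Inhibitors of TDP-43 toxicity read as activators.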
# aSyn yeast inh: qHTS of alpha-syn Inhibitors | 370,000 tested, 0.14% active | Potency, µM (series often up to 46.1 µM), without a hit: top-dose growth rescue (activation), actives largely listed as activators | Yeast expressing alpha-synuclein, growth rescue, BacTiter-Glo, 24 h | AID 652106, 2013; also: potency is read from the fitted curve at half-maximal effect; % of control where 0% means no effect; nearly all actives have a fitted effect of over 65% in size
#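 Readout is rescue of growth in alpha-synuclein-expressing yeast, so inhibitors of toxicity appear as activators. Growth after 24 hr at 30 deg C in galactose medium is quantified by luminescence.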
# GLP1R ag: qHTS of GLP-1 Receptor Agonists | Glucagon-like peptide 1 receptor (Homo sapiens), P43220 | HEK293 GLP-1R CRE-luciferase, luminescence, 4-6 h; cells express a hypersensitive GLP-1R form | Potency, µM (top dose mostly 45.6 µM), for the others: at the top dose activation, most hits filed as activators | 380,000 tested, 0.007% active; also: potency is read from the fitted curve at half-maximal effect; % of control where 0% means no effect
# KB-V1 cytotox: qHTS assay for MDR1-selective chemotherapeutics: Primary screen using the drug-selected MDR subline cells KB-V1. KB-V1 MDR cells viability, CellTiter-Glo, 72 h. Potency, µM (titrated, usually from 46.1 µM), for inactives: at the top dose activity change, negative = cytotoxicity, most hits filed as cytotoxic. 400,000 tested, 3.4% active. AID 1347076, 2019; also: potency is read from the fitted curve at half-maximal effect; % is scaled to controls: 0 for no effect and ±100 for the full control effect; nearly all actives have a fitted effect of over 60% in size
#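 Potencies derive from concentration-effect curves fitted to normalized luminescence (CellTiter-Glo) of KB-V1 cells treated for 72 h at 37 degrees C in phenol-red-free DMEM containing 10% FBS.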
# D3 ag: qHTS of D3 Dopamine Receptor Agonist: qHTS. 410,000 tested, 0.58% active. AID 652048, 2013. D3R DiscoveRx beta-arrestin cells, luminescence, 90 min. D(3) dopamine receptor (Homo sapiens), P35462. max activation, %; in the data active = max activation above about 30%; also: 0% is about no effect; mostly tested at two doses, the higher about 12 µM
#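 Agonist mode: compounds and dopamine controls were applied to plated cells for 90 min at 37 degrees C after an overnight attachment at 1500 cells/well. Luminescent read-out followed 30 - 60 minutes at room temperature with DiscoveRx detection reagent.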
# DRD3 antagonist: qHTS of D3 Dopamine Receptor Antagonist: qHTS. D3R cells, DiscoveRx beta-arrestin luminescence, antagonist mode; hits give low values. AID 652054, 2013. max response, negative = inhibition, %. D(3) dopamine receptor (Homo sapiens), P35462. 360,000 tested, 2.5% active; in the data active = max response below about -50%; inconclusive = no clear call, values can overlap the other calls; also: % is scaled to controls: 0 for no effect and ±100 for the full control effect; mostly tested at two doses, the higher about 12 µM
#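 Cells expressing the human receptor were seeded at 1500 cells/well, incubated overnight at 37 degrees C in 5% CO2, then exposed to library compounds with dopamine controls for 90 minutes at 37 degrees C before luminescent detection.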
# Starred values were filed as active, the others as inactive; i = inactive; ? = inconclusive; · = not tested or not shown; & = joins results of further samples; [ ] = dose if it differs, or a comment. Unless noted, calls follow the shape of the dose curve; as a rule, active = well fitted curve in the direction sought with a large enough effect; inconclusive = small, poorly fitted or top-dose-only effect, or another doubt; inactive = no such curve, though single readings can be large; an effect the other way counts as inactive or inconclusive.
# Values run as follows: GLP-1R inv ag	GLP1R cytotox	GLP1R ag	DRD3 antagonist	TDP43 rescue	KB-V1 cytotox	aSyn yeast inh	D3 ag	PTHR1 agonist
> CCC(C)N(C(=O)COC(=O)c1cc([N+](=O)[O-])ccc1N1CCOCC1)C1CCS(=O)(=O)C1 (stereo unspecified)
 : 72.2%[activator]	-0.6%	1.5%	-0.4	18.9%	11.5%	1.1%	11.6	i
> COc1ccc(NC(=O)O/N=C/c2ccccc2Cl)cc1
 : 18.7%	-4.6%	-2.2%	-1.7	13.3%	9.4%	-15.5%	5.2	-8.1%
> O=[N+]([O-])c1cc(CS(=O)(=O)Oc2ccc(Cl)cc2)c(O)c([N+](=O)[O-])c1
 : -10.6%	-45.2%	-2.2%	-6.1	-1.4%	-15.7%	-5.4%	-14.9	-4.4%
> COC(=O)[C@@H]1C[C@@]2(O)[C@H](O)[C@H](O)[C@H](O)C[C@H]2N1Cc1ccc(-c2ccccc2)cc1
 : 8.2%	3.5%	-5.7%	8.5	0.2%	-8.9%	-0.3%	26.1	-36.6%[inhibitor]
> COc1ccnc(Oc2cccc(C(F)(F)F)c2)c1C(=O)N/C=N/OCc1ccccc1F
 : ?	-2.9%	27.9%	34.2	-0.7%	?	2.3%	4.5	-6.3%
> COc1cccc2cc(C(C)=O)oc12
 : 8.0%[7.66 µM]	-0.1%[7.66 µM]	1.3%	-3.8	?	0.9%	2.2%	3.5	i
> COc1ccc(CCNC(=O)CSc2cn(CCNC(=O)c3ccccc3F)c3ccccc23)cc1OC
 : 2.1%	-2.4%	9.3%	·	5.0%	-27.2%	·	2.1	-59.7%[inhibitor]
> CCC1(CC)C(=O)N(C)C(=O)NC1=Nc1ccccc1
 : 0.7%	-7.6%	-3.2%	-7.0	20.2%	-12.1%	1.8%	0.3	i
> CCOC(=O)c1cnn(-c2ccccc2)c1NC(=O)c1ccc(C)cc1
 : 0.0%	3.9%	-7.1%	-2.4	11.1%	-9.2%	-1.4%	-2.2	i
> COC(=O)c1ccccc1CON1C(=O)C(C)(C)N(OCc2ccccc2C(=O)OC)C(=O)C1(C)C
 : -1.6%	-0.9%	?	15.3	-6.7%	-19.6%	9.4%	19.2	-27.8%
> O=C(N/N=C/c1ccc(Br)s1)c1cccs1
 : -19.8%	-22.3%	27.2%	-17.9	-10.0%[1.82 µM]	-18.8%	-4.4%	2.3	-2.6%
> O=S(=O)(Nc1ncnc2sc3c(c12)CCC3)c1cc(F)ccc1F
 : -26.2%	1.6%	-0.1%	5.2	9.1%	?	0.0%	1.4	-22.7%
> O=C(Nc1ccc(Br)cc1)Nc1cnccn1
 : -19.7%	-1.6%	-0.1%	4.0	?	?	2.8%	6.9	-15.3%
> CCn1c2ccccc2c2nnc(SCC(=O)NCc3cccs3)nc21
 : 13.5%	-22.3%	5.9%	?	7.4%	-21.4%	0.3%	0.7	i
> CCc1nc2oc3ccc(C)cc3c(=O)c2cc1C(=O)OC
 : 135.1%[activator]	10.6%	4.1%	-7.8	15.8%	-2.4%	-7.5%	4.6	-5.3%
> CCCCOC(=O)Nc1ccc(N(C)C)cc1
 : -20.1%	-20.2%	2.8%	-28.9	-10.1%	23.8%	-0.9%	-3.7	i
> COc1cccc(NS(=O)(=O)c2cn(C)c(=O)n(C)c2=O)c1
 : 1.8%	1.4%	-4.1%	14.4	14.4%	8.4%	-6.3%	0.0	i
> Cc1cccc(C(=O)NCC(=O)OCc2cc(=O)n3nc(C4CCCCC4)sc3n2)c1
 : 18.2%	6.1%	·	·	17.9%	1.5%	·	6.8	i
> Cc1nn(C(C)C(=O)NCCCN2CCCCCC2)c(=O)c2c1sc1ccccc12 (stereo unspecified)
 : -15.3%	4.8%	-2.1%	-18.5	-3.9%	-17.7%	4.0%	-7.0	i
> Cc1cc(C)c(C(=O)Nc2ccc(Br)c(C(F)(F)F)c2)c(C)c1
 : ?	?	-5.1%	4.0	4.4%	0.0%	-19.9%	12.0	-7.7%

# The listing continues:
# Values run as follows: GLP-1R inv ag	GLP1R cytotox	GLP1R ag	DRD3 antagonist	TDP43 rescue	KB-V1 cytotox	aSyn yeast inh	D3 ag	PTHR1 agonist
> CCc1cccc(-n2c(=O)c3cccnc3n2CC(=O)Nc2ccccc2C(=O)OC)c1
 : 21.3%	-2.3%	·	·	-2.8%	·	·	-9.8	-2.2%
> C[C@H]1CCC/C=C/[C@@H]2C[C@H](O)C[C@H]2[C@H](O)[C@H](S(=O)c2ccc(O)cc2)CC(=O)O1 (stereo partly specified)
 : -68.3%	-58.7%	-10.8%	-7.3	?	?	9.9%	0.6	i
> Cc1cc(C)c(NC(=O)CS(=O)CC(=O)NCCCc2ccccc2)c(C)c1 (stereo unspecified)
 : -22.0%	-0.9%	-2.0%	-21.9	-5.0%	10.1%	1.2%	-3.2	i
> CCN1CCN(C(=O)c2ccc3c(c2)N(Cc2ccccc2F)C(=O)c2ccccc2S3(=O)=O)CC1
 : -2.4%&10.9%	-4.2%&4.0%	-4.3%&0.7%	-61.0*	5.7%&8.6%	4.3%&24.7%	-6.9%	-17.6&-20.8	i
> O=C(NCCCn1ccnc1)Nc1ccc(Cl)c(Cl)c1
 : ?	1.3%	-4.9%	?	5.7%	15.3%	·	-4.4	-13.8%
> C[C@@H]1CN([C@H](C)CO)C(=O)CCCn2nncc2CO[C@H]1CN(C)S(=O)(=O)c1ccccc1
 : -0.1%	3.8%	-0.5%	17.4	6.9%	-21.4%	0.0%	-4.5	-29.3%
> CC(=O)c1cccc(N(C(=O)CNC(=O)c2cccs2)C(C(=O)NCC2CCCO2)c2ccccc2)c1 (stereo unspecified)
 : 4.3%	-2.3%	5.2%	2.3	-6.2%	19.6%	10.6%	-1.1	i
> CC1CC(C)CN(S(=O)(=O)CCNC(=O)c2ccc3c(c2)OCO3)C1 (stereo unspecified)
 : -13.7%	-2.3%	3.7%	7.7	-3.3%	-1.2%	4.4%	4.9	-3.3%
> CCCC1NC(=O)NC(C)=C1C(=O)OCC (stereo unspecified)
 : -6.8%	-12.5%	11.1%	19.6	-4.2%	8.2%	-17.8%	17.3	i
> CCOc1ccc(C2C(C(=O)OC)=CN(C(C)c3ccccc3)C=C2C(=O)OC)cc1 (stereo unspecified)
 : ?	107.3%[activator]	6.2%	-12.0	4.3%	?	1.9%	-7.0	-6.3%
> Nc1[nH]c(C(=O)c2ccccc2)c(-c2ccc(Cl)cc2)c1C(=O)NCCc1c[nH]c2ccccc12
 : ?	4.1%	-3.8%	5.8	2.9%	-13.2%	14.5%	1.1	2.6%
> CCOC(=O)c1c(NC(=O)c2ccc(S(=O)(=O)N(CC(C)C)CC(C)C)cc2)sc2c1CCN(CC)C2
 : 12.9%	1.7%	-3.3%	·	3.4%	27.5%	-0.3%	1.6	i
> CCCOc1ccc(/C(O)=C2/C(=O)C(=O)N(CCCn3ccnc3)C2c2cccnc2)cc1 (stereo unspecified)
 : -8.4%	-2.9%	-2.8%	6.6	11.0%	11.2%	0.9%	-1.2	-12.5%
> CCOC(=O)C(NC(=O)CC)(Nc1ccccc1)C(F)(F)F (stereo unspecified)
 : 10.7%	-18.5%	-8.7%	17.0	5.7%	-0.9%	1.2%	2.2	i
> CN(C)S(=O)(=O)c1ccc(N2CCCC2)c(C(=O)Nc2ccccc2F)c1
 : 15.3%	8.6%	1.1%	-5.5	11.2%	-19.7%	1.9%	-2.3	-27.0%
> COc1ccc(NC2=Nc3cccc4cccc2c34)cc1OC
 : 0.9%	2.2%	18.2%	-16.1	0.0%	?	-10.4%	0.1	-23.1%
> CCOc1ccc(N2CC(NC(=O)C(=O)c3c[nH]c4ccccc34)CC2=O)cc1 (stereo unspecified)
 : -28.5%	-5.7%	·	·	22.9%	·	·	19.5	-17.8%
> Cn1cc(CCCC(=O)NCc2ccccc2)c2ccccc21
 : ?	-4.7%	17.5%	31.0	20.4%	-5.3%	12.2%	-2.1	i
> CCCCNC(=O)Cn1c(-c2ccc(OC)cc2)noc1=O
 : -3.0%	3.6%	1.1%	9.7	-3.1%	15.3%	-0.2%	12.5	-27.2%[57.5 µM]
> O=C(Nc1ccc(S(=O)(=O)NC2=NCCCCC2)cc1)c1ccc(=O)[nH]c1
 : 10.0%	2.9%	3.8%	-18.1	23.1%	0.0%	1.2%	1.3	?
> Cc1cccc(NC(=S)NCc2ccccn2)c1
 : ?	?	0.1%	-11.2	22.2%	7.3%	-18.2%	2.5	i
> CCOC(=O)N1CCN(c2cc(=O)n(-c3ccc(Br)cc3)c(=O)[nH]2)CC1
 : -3.2%	-7.5%	-3.4%	0.0	21.8%	-14.4%	-3.3%	-3.2	i
> Cc1ccc(NC(=O)c2ccc(F)c(S(=O)(=O)N3CCOCC3)c2)cc1F
 : -11.7%	4.8%	22.7%	?	6.9%	3.66µM*	4.6%	9.5	-94.9%[inhibitor]

# An excerpt of these results, tab-delimited.
mol	GLP-1R inv ag	GLP1R cytotox	GLP1R ag	DRD3 antagonist	TDP43 rescue	KB-V1 cytotox	aSyn yeast inh	D3 ag	PTHR1 agonist
CCOC(=O)c1c(NC(=O)c2ccc(S(=O)(=O)N(CC(C)C)CC(C)C)cc2)sc2c1CCN(CC)C2	12.9%	1.7%	-3.3%	·	3.4%	27.5%	-0.3%	1.6	i
CCCOc1ccc(/C(O)=C2/C(=O)C(=O)N(CCCn3ccnc3)C2c2cccnc2)cc1 (stereo unspecified)	-8.4%	-2.9%	-2.8%	6.6	11.0%	11.2%	0.9%	-1.2	-12.5%
CCOC(=O)C(NC(=O)CC)(Nc1ccccc1)C(F)(F)F (stereo unspecified)	10.7%	-18.5%	-8.7%	17.0	5.7%	-0.9%	1.2%	2.2	i

# Screening results as filed in PubChem.

# These rows are one share of the data; the hit share may differ from the screen's.
